Screening results as filed in PubChem BioAssay.
sdo1 growth: growth rescue of sdo1-depleted yeast, primary screen, S. cerevisiae, bone marrow failure model; S. cerevisiae sdo1-depleted JHY4D growth rescue, OD600 30 h; hits give high values; pdr5 snq2 efflux-pump mutant strain; z-score at 10 µM; actives 0.21% (n = 140,000);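 active = z-score above 3 at both the 24 hr and the 30 hr optical density reads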;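 note: z-score against mean and SD of all compound wells on the same plate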
Insulin prom inh: inhibitors of insulin promoter-driven GFP, primary screen, imaging, TRM-6 cells (human fetal islet line), eGFP reporter, cell count; inhibition, % at 2 µM; reporter expression induced with tamoxifen; actives 0.9% (n = 130,000);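 active = inhibition above the mean plus 3 SD, with well images judged a real hit on visual review, cut at about 60% in these data, passing the limit was not always enough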
sdo1 growth Rescue 24 h: further read-out of sdo1 growth, marked with its call; z-score; S. cerevisiae sdo1-depleted JHY4D growth rescue, OD600; measured here: growth rescue at 24 h;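 0 is the plate mean of compound wells and units are plate SD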
* = called active by the depositor; i = inactive; x = not tested or not shown; & = joins results of further samples; [ ] = dose if it differs, or a comment.

SMILES | sdo1 growth | sdo1 growth Rescue 24 h | Insulin prom inh
COc1ccc(CCN=C(N)NS(=O)(=O)c2cccs2)cc1 | x | x | 0
CC(C)CCNC(=O)C1CCCN1C(=O)NC1CCCCC1 (stereo not given) | 0.44 | -0.01 | 38
CC(C)[C@H](NS(=O)(=O)c1ccc2c(c1)OCCO2)C(=O)OCC(=O)Nc1cc(Cl)ccc1Cl | -0.45 | -0.01 | x
CN1CCN(C2=C(Cl)C(=O)N(c3cccc(Cl)c3)C2=O)CC1 | -1.1 | -1.6 | 13
CCSC1=C(C#N)C(c2ccccc2OC)CC(=O)N1 (stereo not given) | 0.01 | 0.54 | 0
Cc1ccccc1C(=O)N1CCC(C(=O)O)CC1 | 0.72 | 0.37 | -8
O=C(CN1C(=O)/C(=C\c2ccc(C(F)(F)F)cc2)Sc2ccccc21)NCc1ccco1 | -0.42 | 0.48 | 8
CC1(C)CC(=O)C2=C(C1)Nc1[nH]n(-c3ccccc3)c(=O)c1C2c1ccc2c(c1)OCO2 (stereo not given) | 0.46 | 0.47 | 32
CCOC(=O)c1ccc(Cn2cnc3ccccc3c2=O)cc1 | 0.27 | -0.04 | -19
CC(C)Oc1cccc(C(=O)C2CCCN(Cc3cnc(N4CCOCC4)s3)C2)c1 (stereo not given) | x | x | -43
CO/N=C/NC(=O)c1c(OC)ccnc1Oc1ccc(F)cc1 | 1.2 | 0.74 | -63
N#Cc1cccnc1Nc1cccc(Cl)c1 | -0.22 | -0.58 | 50
COc1cc(NS(=O)(=O)c2ccc(NC(=O)COc3ccccc3C)cc2)nc(OC)n1 | 0.63 | 1 | 38
O=C(Nc1ccc2oc(-c3cccnc3)nc2c1)c1ccco1 | -0.97 | -0.91 | 17
O=C(O)C1CCCCC1C(=O)OCCCCOC(=O)C1CCCCC1C(=O)O (stereo not given) | 0.59 | -0.52 | x
Cc1cnc(NC(=O)CSc2ncn(-c3ccccc3)n2)s1 | 0.44 | -0.15 | -3
O=C(Nc1ccc2c(c1)C(=O)N(C1CCCCC1)C2=O)C1CCCO1 (stereo not given) | -0.15 | 0.24 | 41
OC(COc1c(Cl)cc(Cl)cc1Cl)CN1CCCCC1 (stereo not given) | 0.02 | 0.12 | -7
COCCCNC(=S)NC1CC2CCCC(C1)N2Cc1ccco1 (stereo not given) | 0.84 | 0.59 | 0
CCn1c(SCC(=O)c2cccs2)nnc1-c1ccco1 | 0.7 | 0.92 | x
Cc1ccc(NC(=O)c2cc(-c3cccs3)on2)cc1 | -0.72 | -1.1 | 25
COc1cccc(-n2nc(C(C)=O)c(C#N)c2-c2ccco2)c1 | -0.37 | 0.5 | -17
CCOc1c(Cl)cc(CNc2ccc(S(N)(=O)=O)cc2)cc1OC | 1.5 | 1.6 | 29
COc1cccc(OC)c1OCCCCN1CCCC1 | 0.89 | 0.14 | -46
COc1cccc(Cn2c(=S)[nH]c3ccc(N4CCOCC4)cc3c2=O)c1 | -1.4 | -0.42 | -59
CS(=O)(=O)N(CC(N)=O)c1cccc(Br)c1 | 0.09 | -0.6 | i
CCOC(=O)c1cnc(SCC(=O)Nc2cccc(OC)c2)nc1N | -0.22 | 0.12 | x
CCN1CCN(c2ccc(NC(=O)c3ccc4c(c3)[nH]c(=O)n4Cc3ccc(OC)cc3)cc2)CC1 | -0.2 | -0.46 | x
O=C(Nc1nc2ccccc2n1CCN1CCCCC1)c1ccco1 | 0.49 | 0.71 | -6
Cc1cc2cc(CNC(=O)CC(C)C)ccc2n1C | -0.12 | -0.53 | x
Cn1ccc(C(=O)Oc2ccc(C(=O)Nc3ccc(F)cc3F)cc2)n1 | x | x | -38
COc1ccc(CC(=O)OCC(=O)Nc2c(C)n(C)n(-c3ccccc3)c2=O)cc1 | 0.71 | 0.32 | -35
COC(=O)c1cc(OC)c(OC)cc1NC(=O)C1CCC(=O)N1S(=O)(=O)c1ccc(C)cc1 (stereo not given) | 0.23 | -0.23 | -42
Cc1oc(-c2ccc(Cl)cc2)nc1CN1CCC(C(=O)NCc2cccnc2)CC1 | 1.1 | 1.8 | x
Cc1ccccc1C(=O)NC1CC(C)(C)NC(C)(C)C1 | 0.29[16 µM] | -0.18 | -11
COC(=O)c1cc(Br)c(=O)n(Cc2ccncc2)c1 | 0.84 | 1.4 | x
Cc1cccc(C)c1-n1c(C)cc(/C=C2\NC(=O)NC2=O)c1C | -1.1 | -0.55 | -31
CC(C)NC(=O)C(=O)NCCN1CCN(S(=O)(=O)c2ccc(Cl)cc2)CC1 | 0.67 | 0.89 | x
O=C(c1ccccc1)N(CCN1CCOCC1)C1(C(=O)Nc2ccccc2)CCCCC1 | -0.54 | -0.42 | x
O=C(NCc1ccccc1)c1cccc(NC(=O)c2ccco2)c1 | 0.04 | 0.07 | 0
CN(C(=O)CC(NC(=O)c1ccccc1)(c1ccccc1)c1ccccc1)c1ccccc1 | -0.47 | 1.4 | x
FC(F)(F)c1nnc2c(Sc3ccccc3)nc3ccccc3n12 | -1.2 | -0.7 | 24
CC(=O)OCCNc1cc(SCc2ccco2)c2nonc2c1[N+](=O)[O-] | -0.67 | 0.13 | -52
COc1ccc(NC(=O)c2ccc(OC(F)F)cc2)cc1Cl | -0.12 | 0.16 | -12
CCOc1ccccc1-c1ccc(C(=O)NCc2ccccc2)o1 | -1.5 | -1.1 | 45
O=C(Nc1ccccc1)N1C2CCC1CC(O)(c1cccnc1)C2 (stereo not given) | 0.11&1.3 | -0.64&0.65 | 2
Cc1nc2ccccc2cc1C(=O)N/N=C/c1ccc([N+](=O)[O-])cc1 | 0.84 | 0.65 | 75*
O=C(O)C1CC=CCC1C(=O)Nc1ccc(Oc2ccc(Cl)cc2)cc1 (stereo not given) | 1.2 | 0.62 | -67

One compound at a time, as listed above.
Results for O=C(Nc1ccccc1)N1C2CCC1CC(O)(c1cccnc1)C2 (stereo not given) : sdo1 growth = 0.11&1.3; sdo1 growth Rescue 24 h = -0.64&0.65; Insulin prom inh = 2
Results for CN(C(=O)CC(NC(=O)c1ccccc1)(c1ccccc1)c1ccccc1)c1ccccc1 : sdo1 growth = -0.47; sdo1 growth Rescue 24 h = 1.4; Insulin prom inh = x
Results for FC(F)(F)c1nnc2c(Sc3ccccc3)nc3ccccc3n12 : sdo1 growth = -1.2; sdo1 growth Rescue 24 h = -0.7; Insulin prom inh = 24

(further entries)
SMILES | sdo1 growth | sdo1 growth Rescue 24 h | Insulin prom inh
Cc1ccc(NC(=O)C(C)N2C(=O)C3CC=C(Cl)CC3C2=O)cc1 (stereo not given) | 0.58 | 0.06 | 17
O=C(NCc1ccco1)c1ccccc1-c1ccc(C(F)(F)F)cc1 | -1.1 | -0.8 | -29
O=C(NCCCO)C(=O)NCCc1ccc(Cl)cc1 | 0.5 | -0.08 | 8
Cc1c(NC(=O)C(C)Sc2ccccc2)c(=O)n(-c2ccccc2)n1C (stereo not given) | 0.44 | -0.55 | -22
CCOCC(=O)Nc1cc(C(=O)Nc2cccc(C)c2C)ccc1Cl | -0.72 | -0.62 | x
COc1ccc(C2N(C(=O)c3ccccc3)CCN2C(=O)c2ccc(C)cc2)cc1 (stereo not given) | 0.24 | 0.34 | -19
O=C(NCc1cccs1)C1CCN(c2nc3ccccc3o2)CC1 | 0.49 | 0.65 | x
CC(OC(=O)Cc1coc2ccc3ccccc3c12)C(=O)Nc1ncc(Cl)cc1Cl (stereo not given) | -0.7 | -0.24 | -39
O=C(COC(=O)C1(c2ccccc2)CC1)N1CCN(c2ccc(F)cc2)CC1 | -0.91 | -0.48 | 0
CCN(CC)CCNC(=O)c1ccc(NC(=O)c2ccc(Cl)c(S(=O)(=O)Nc3ccccc3OC)c2)cc1 | -0.7 | -0.68 | 7
O=C(NCc1cn2ccsc2n1)Nc1cccc(Cl)c1 | 1.2 | 0.75 | -75
COc1ccc(C(NC(=O)c2cccc(F)c2)c2ccccc2)cc1 (stereo not given) | -0.84 | -1.3 | x
O=C(O)C1CCCCC1C(=O)Nc1cnn(Cc2ccccc2)c1 (stereo not given) | 2.4 | 3.4 | x
CCCN(CCC)c1c([N+](=O)[O-])c(=O)oc2ccccc12 | 1.1 | 1 | 15
Cc1cccc(NC(=O)COC(=O)c2ccc3c(=O)n4c(nc3c2)CCC4)c1 | 0.23 | 0.08 | -34
CCOC(=O)CC(NC(=O)C1c2ccccc2Oc2ccccc21)c1ccccc1Cl (stereo not given) | -1.1 | -0.31 | -50
CCN(CC)CCCNC(=O)Cn1ncc2c(=O)oc3ccc(C)cc3c21 | 1.8 | 2.2 | x
CCOC(=O)c1ccc(NC(=S)N2CCCC(C)C2)cc1 (stereo not given) | x | x | -6
Cc1ccc(-n2c(Cn3nc(C(F)(F)F)cc3C)n[nH]c2=S)cc1 | -0.76 | -0.46 | 7
NC(=O)c1sc2nc3c(c(-c4ccc(Cl)cc4)c2c1N)CCCC3 | 0.12 | 0.07 | x
O=C(c1cc2c(=O)oc3ccccc3c2s1)N1CCOCC1 | 0.03 | -0.88 | x
O=S1(=O)CCC(NCC2CCCO2)C1 (stereo not given) | 0.61 | 0.38 | -12
COc1cccc(NC(=O)Nc2ccc(Cc3ccncc3)cc2)c1 | 0 | -0.27 | 17
O=C(c1ccccc1)N1CCCOC1c1ccccc1 (stereo not given) | 0.55 | 0.73 | 17

Insulin prom inh: entries above that show a hit.
SMILES | sdo1 growth | sdo1 growth Rescue 24 h | Insulin prom inh
Cc1nc2ccccc2cc1C(=O)N/N=C/c1ccc([N+](=O)[O-])cc1 | 0.84 | 0.65 | 75*

Three entries picked at random from the list so far:
SMILES | sdo1 growth | sdo1 growth Rescue 24 h | Insulin prom inh
O=C(c1ccccc1)N1CCCOC1c1ccccc1 (stereo not given) | 0.55 | 0.73 | 17
O=S1(=O)CCC(NCC2CCCO2)C1 (stereo not given) | 0.61 | 0.38 | -12
NC(=O)c1sc2nc3c(c(-c4ccc(Cl)cc4)c2c1N)CCCC3 | 0.12 | 0.07 | x

Later entries:
SMILES | sdo1 growth | sdo1 growth Rescue 24 h | Insulin prom inh
Cc1occc1C(=O)NNC(=S)NCC(C)C | 1 | 0.67 | 27
O=C(CC1OC(=O)c2ccccc21)NC1CCCCC1 (stereo not given) | -0.28 | -0.42 | -24
CC[n+]1c(/C=C2\C=C(C)CC(C)C2)sc2ccccc21 (stereo not given) | -0.95 | -0.03 | x
Cc1ccc(C2=NNC(=O)C(c3ccc(Cl)cc3)C2)cc1 (stereo not given) | -1.4 | -0.57 | x
COc1cccc(C2C(C(N)=O)=C(C)Nc3nc(CCCO)nn32)c1OC (stereo not given) | 1 | 1.6 | x
CC(=O)Nc1ccc(NC(=O)c2cccc3c2-c2ccccc2C3=O)cc1 | x | x | 75*
CCC(=O)NC(Nc1sc2c(c1C(=O)OC)CCCC2)(C(F)(F)F)C(F)(F)F | 1.2 | 2.4 | x
COC(=O)c1ccccc1OCCCN(C)C | 1.6 | 2.2 | 10
Clc1ccccc1-c1nn2c(-c3ccccn3)nnc2s1 | -0.71 | -0.56 | 19
Cc1ccc(S(=O)(=O)NCC(=O)OCC(=O)c2ccc(Br)s2)cc1 | 0.09 | -0.63 | 24
Cn1cnnc1SCC(=O)c1cc2ccccc2o1 | x | x | 0
COc1cc2c(cc1OC)-c1cc(NC3CCCCCC3)nc(=O)n1CC2 | 0.65 | 1 | 24
COc1ccc(NS(=O)(=O)c2cc(NC(=O)c3cnc(C)cn3)ccc2N2CCCCC2)cc1 | -0.38 | -0.49 | 3
COc1ccc(N2Cc3cccc(C(=O)N4CCN(C(=O)c5ccco5)CC4)c3C2=O)cc1 | 0.11 | 0.61 | x
COc1ccc(-n2nc(C(=O)O)c3ccccc3c2=O)cc1 | 1.8 | 0.93 | 47
CCCN=C1NC(=O)C(CC(=O)NCCc2ccc(OC)c(OC)c2)S1 (stereo not given) | 0.58 | 0.05 | x
CCOC(=O)N1CCN(S(=O)(=O)c2cc(-c3nn4c(C)nnc4c4ccccc34)ccc2C)CC1 | -0.08 | -0.62 | 16
Cc1ccccc1OC(=O)C1C(c2ccccc2)C(C(=O)O)C1c1ccccc1 (stereo not given) | 1.3 | 1 | 21
COc1cc(C)nc(Oc2ccc(OCCOc3ccc(C)cc3)nn2)n1 | -0.23 | -0.41 | -36
O=C(OCn1nnc2ccccc2c1=O)C12CC3CC(CC(O)(C3)C1)C2 | x | x | 37
O=C(NCC(c1cccnc1)N1CCN(c2ccccc2F)CC1)c1cccc(Cl)c1 (stereo not given) | -2.7 | -0.85 | -48
CCOc1ccc(C(=O)C(CCC(CN(C)C)C(=O)c2ccc(OCC)cc2)CN(C)C)cc1 (stereo not given) | -1.9 | -1.5 | x
COc1cccc(OCC(O)CN2C(C)CCCC2C)c1 (stereo not given) | 0.45 | -0.12 | 3
Cc1nnc(N2CCCCC2)c2ccccc12 | -0.28 | -0.37 | 21
CCOCCCNC(=O)C1CCN(S(=O)(=O)c2c(C)noc2/C=C\c2ccc(OC)cc2)CC1 | x | x | -53
Cc1ccc(Sc2ccc([N+](=O)[O-])cc2[N+](=O)[O-])nc1 | 0.32 | -0.08 | -17

Exported with the structure last: part of the list above
sdo1 growth,sdo1 growth Rescue 24 h,Insulin prom inh,mol
-0.08,-0.62,16,CCOC(=O)N1CCN(S(=O)(=O)c2cc(-c3nn4c(C)nnc4c4ccccc34)ccc2C)CC1
0.45,-0.12,3,COc1cccc(OCC(O)CN2C(C)CCCC2C)c1 (stereo not given)
0.58,0.05,x,CCCN=C1NC(=O)C(CC(=O)NCCc2ccc(OC)c(OC)c2)S1 (stereo not given)
-2.7,-0.85,-48,O=C(NCC(c1cccnc1)N1CCN(c2ccccc2F)CC1)c1cccc(Cl)c1 (stereo not given)
-0.38,-0.49,3,COc1ccc(NS(=O)(=O)c2cc(NC(=O)c3cnc(C)cn3)ccc2N2CCCCC2)cc1

This is a subset; rates above refer to the full screens.
